High-throughput results as filed in PubChem BioAssay.
HIV fusion peptide: inhibitors of HIV fusion peptide binding, primary screen, biochemical, uHTS, fluorescence dequenching (AID 1986). cell-free peptide binding, fluorescence dequenching, 30 min; higher % means a stronger effect. inhibition, % at 20 µM, or IC50 in µM where a hit was titrated. actives 0.3% (n = 290,000); in the data active means inhibition mostly above about 52%, no sharp cut-off; inactive means mostly below about 76%; further: some results filed as inactive read as strong as hits
Dynein transport: inhibitors of GR-EGFP nuclear translocation, primary screen, dynein cargo transport inhibitor project, imaging, high-content, 3617.4 mouse cells | test concentration mostly 20 µM; stimulated with dexamethasone, 1 µM; stronger effect = lower value | z-score, hits read low | actives 0.47% (n = 220,000) | AID 1381, 2008;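 active means plate z-score of nuclear minus cytoplasmic receptor signal below a set negative limit, without overly bright fluorescence or cell loss, cut at about -3.5 in these data, passing the limit was not always enough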;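 further: z-score of nuclear minus cytoplasmic ring GR-EGFP intensity difference per well; some compounds called inactive have numbers as strong as hits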
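Medium: Induction medium lacking tetracycline, stripped serum | Probe or stimulus: 1.0 µM final dexamethasone stimulus | Schedule: 48 h induction, then 1 h compound, then 30 min agonist, 37 °C | Signal: Automated 10x imaging of fixed Hoechst-stained cells | Evaluation: Per-cell GR-EGFP intensity, nucleus versus surrounding cytoplasmic ring, well-averaged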
AID2073: inhibitors of Mint1-CaV2.2 protein interaction, biochemical, HTRF (AID 2073) | actives 0.19% (n = 290,000) | HTRF protein-protein interaction, Mint1-CaV2.2; higher % means a stronger effect | one-dose inhibition, % at 20 µM; IC50 in µM for titrated hits; in the data active means inhibition mostly above about 51%, no sharp cut-off; inconclusive means no clear call, values can overlap the other calls; inactive means mostly below about 53%; further: some results filed as inactive read as strong as hits
Insulin prom up: insulin promoter activators in MIN6 cells, imaging, high-content screening, mouse beta cells; MIN6 insulin promoter-GFP reporter; stronger effect = higher value; z-score at 5 µM; actives 0.3% (n = 190,000); AID 1625, 2009;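 active means z-score above 3 at 5 µM with at least 500 cells counted in the well; inconclusive means wells under 500 cells, flagged as cytotoxic or low count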
Yfh1-depleted yeast: enhancers of respiration in Yfh1-depleted yeast, dose response, Friedreich's ataxia, plus single-dose screen (AID 1465) | S. cerevisiae Yfh1-off respiration, WST-1 reduction, 72 h; higher fold induction means a stronger effect | fold induction at 50 µM; hits with a dose series show EC50 in µM | actives 0.074% (n = 220,000);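 active means fold induction of absorbance versus untreated yeast above a set limit, then at least 30% activation at any dose in follow-up; inconclusive means repeats straddling the limit, or above it without dose testing; inactive means fold induction below the set limit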;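 further: activators that raise dye reduction in frataxin-depleted yeast; strong numbers were not always called active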
WT yeast gro inh: growth inhibition of WT strain, primary screen, mitochondrial fusion inhibitor project, WT and mutant strains, chemical genetic; AID 1362, 2008; actives 2.1% (n = 190,000); inhibition, % at 10 µM; mitochondrial fusion phenotypic screen; in the data active means inhibition above about 58%; tested in S. cerevisiae
Autophagy HCS: autophagy modulators in MEF cells, primary screen, imaging, high-content, MEF GFP-LC3; calls only at 10 µM (by protocol); actives 0.98% (n = 190,000); MEF GFP-LC3 puncta imaging; test concentration mostly 10 µM;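 active means percentage of spot-positive cells more than 3 SD above its plate mean, without a fluorescence outlier flag or 80% toxicity; inconclusive means no clear call, values can overlap the other calls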;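 further: spot-positive cell cutoff set from DMSO-treated cells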
b-catenin transl: modulators of beta-catenin nuclear translocation, primary screen, imaging, HeLa cells, immunofluorescence, high-content | nuclear translocation activity, % at 5 µM | AID 1665, 2009 | actives 0.3% (n = 190,000);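 active means nuclear translocation activity above 50% at 5 µM, with a well cell count of 50 or more; inconclusive means wells under 50 cells across six images, flagged as toxic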;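 further: per-cell ratio of nuclear to cytoplasmic median beta-catenin stain intensity; plate controls were DMSO negative control for no effect and GSK-3 inhibitor IX positive control for full effect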
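System: Human HeLa cells, endogenous beta-catenin | Compound dosing: 5 µM primary, 0.02–20 µM confirmation | Timing: 24 h compound exposure at 37°C, 5% CO2 | Measured by: Fluorescence imaging of beta-catenin antibody stain plus DAPI | Read-out basis: % activation of per-cell nuclear versus cytoplasmic median beta-catenin signal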
MT stabilizer: microtubule stabilizers in HeLa cells, primary screen, imaging, high-content imaging. HeLa tubulin immunostaining HCS, 24 h; share of cells brighter than vehicle mean+2SD. AID 2205, 2009. % tubulin-high responders, % at 10 µM. actives 0.83% (n = 200,000);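 active means plate Z-score above 3 for both tubulin-high and condensed-nucleus cell shares, with cell loss under 80%, at 10 µM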;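 further: anti alpha tubulin signal scored within the nucleus-defined area of each cell; some results filed as inactive read as strong as hits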
WT yeast gro inh mutant strain: also measured in WT yeast gro inh; calls as there; inhibition, %; mitochondrial fusion phenotypic screen, mutant strain inhibition
Dynein transport cytoplasmic EGFP: second read-out of Dynein transport, no call of its own (marks repeat the call); z-score; measured here: cytoplasmic GR-EGFP intensity; stronger effect = higher value
Dynein transport nuclear GR-EGFP: second read-out of Dynein transport, no call of its own (marks repeat the call); z-score; measured here: nuclear GR-EGFP intensity;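 lower value marks the stronger effect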
Dynein transport cell count: also measured in Dynein transport; calls as there; z-score; measured here: cell count per field
Insulin prom up cell count: also measured in Insulin prom up; calls as there; cell count; measured here: cytotoxicity, nuclei count;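 total cells summed across four imaged fields per well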
b-catenin transl cell count 5 µM: recorded beside b-catenin transl, whose call it bears; cell count; measured here: cell count, cytotoxicity flag
MT stabilizer Hoechst-high %: also measured in MT stabilizer; calls as there; % Hoechst-high responders; measured here: nuclear condensation Hoechst responders;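 share of cells brighter than vehicle mean plus two SD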
MT stabilizer cytotoxicity %: also measured in MT stabilizer; calls as there; toxicity, %; measured here: cytotoxicity by cell density;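 0% = mean cell density of plate MIN control wells and 100% = no cells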
Autophagy HCS cell loss 18 h: further read-out of Autophagy HCS, marked with its call; toxicity, %; measured here: cell loss, nuclei count;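 cell loss after 18 h compound exposure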
* = called active by the depositor; i = inactive; u = inconclusive; x = no result given.

SMILES,Insulin prom up,Yfh1-depleted yeast,b-catenin transl cell count 5 µM,MT stabilizer Hoechst-high %,Dynein transport nuclear GR-EGFP,b-catenin transl,HIV fusion peptide,Autophagy HCS,MT stabilizer cytotoxicity %,Dynein transport cell count,Dynein transport,WT yeast gro inh,Insulin prom up cell count,AID2073,Autophagy HCS cell loss 18 h,MT stabilizer,WT yeast gro inh mutant strain,Dynein transport cytoplasmic EGFP
COc1ccc(OC)c(/C=C/C(=O)NC2=NCCS2)c1,-0.64,i,937,0.9,0.832,-0.2,-1.2%,i,1.3,-0.695,0.897,8.9,1518,23.4%,-6.1,1.5,16.3,-0.245
Cc1ccc(NC(=O)CN2C(=O)S/C(=C\c3cc(C)n(-c4ccc(C(=O)O)cc4)c3C)C2=O)cc1,-0.07,i,1518,2.2,0.943,0.4,60.8%,i,7.7,0.545,1.49,2.1,1354,22.8%,19.1,5.0,9.5,-0.354
N#Cc1nc(-c2ccc(OCc3ccccc3)cc2)oc1NCCN1CCOCC1,-0.06,x,1361,1.0,-0.185,1.3,0.2%,i,4.7,0.953,-0.384,-12.8,1408,10.3%,-5.1,2.7,-16.5,-0.193
COc1ccc(NC(=O)Nc2c(C)noc2-c2ccccc2)cc1,-0.06,i,1198,x,-0.227,1.7,0.4%,x,x,0.694,-0.373,x,1421,-2.5%,x,x,x,-0.279
CC(OC(=O)c1cccs1)C(=O)NCc1ccc2c(c1)OCO2 (stereo not drawn),0.3,i,887,1.8,-0.0847,-2.2,0.4%,i,12.3,0.272,-0.0881,8.4,1388,-7.2%,-13.4,1.8,-6.1,-0.208
O=[N+]([O-])c1ccc2cn[nH]c2c1,x,i,x,2.9,0.203,x,1.6%,i,1.4,0.587,-0.632,4.9,x,8.4%,32.9,4.3,2.9,-0.248
N#Cc1c(NC(=O)CSc2n[nH]c(N)n2)oc(-c2ccccc2)c1-c1ccccc1,x,i,1202,1.7,-0.512,-5.0,1.3%,i,3.8,-0.24,-1.02,-0.9,x,u,-4.0,1.0,-16.3,-0.293
O=C1C(Cc2c[nH]c3ccccc23)NC(=S)N1Cc1ccccc1 (stereo not drawn),0.46,i,1538,2.1,-1.3,0.3,-1.8%,i,9.6,0.942,-1.23,-2.3,1500,2.6%,3.9,1.5,-6.3,-0.236
COc1ccc(C2/C=C\CN(CC3CC3)CC(=O)N2Cc2ccc(F)cc2)cc1 (stereo not drawn),x,i,1033,x,0.285,2.5,-0.3%,x,x,0.2,0.59,x,x,-3.7%,x,x,x,-0.82
O=C(N/N=C/c1cn(-c2ccccc2)nc1-c1cccs1)c1ccc(Cl)cc1,-0.1,i,548,3.0,0.156,-2.9,-0.8%,i,7.0,-1.06,0.731,22.0,1401,5.3%,-13.0,3.5,-4.5,-0.237
Cc1ccc(C(=O)N/N=C/c2nc3ccccc3n2C)cc1,0.16,i,1349,1.6,0.553,0.9,-3.1%,i,1.5,1.6,-0.327,7.2,1667,-4.9%,14.6,2.5,-0.4,-0.0906
O=C(O)C1CC(=O)N(c2ccc(OCc3c(F)cccc3Cl)cc2)C1 (stereo not drawn),-0.29,i,960,3.6,2.36,0.1,-0.2%,i,14.9,-2.26,2.76,-10.0,1767,48.2%,-3.7,3.6,-2.5,-0.215
CC(C)(C)NS(=O)(=O)c1ccc(N2C(=O)c3ccccc3C2=O)cc1,x,i,1037,1.4,-0.0451,-4.6,-1.9%,i,2.4,0.0173,-0.19,14.9,x,-1.8%,-1.4,1.2,15.6,-0.113
CCCOc1cccc(C(=O)N(Cc2ccco2)C2CCS(=O)(=O)C2)c1 (stereo not drawn),x,i,1152,1.9,-0.831,-2.1,3.8%,i,4.7,0.669,-0.176,6.1,x,4.3%,-2.2,3.6,2.3,-0.286
CCOc1cc(C(=O)Nc2cccc3ncccc23)cc(OCC)c1OCC,x,i,1216,2.2,0.966,-4.8,-2.9%,i,9.1,-0.839,2.1,-3.3,x,0.0%,4.9,2.4,-4.8,0.0482
Cc1ccc(Sc2ccc([N+](=O)[O-])cc2[N+](=O)[O-])nc1,-0.06,i,494,3.8,-0.624,2.7,1.9%,i,5.2,-0.0406,-0.923,17.2,1300,-3.7%,-1.7,4.8,-17.9,-0.107
CCOC(=O)c1sc(=S)n(-c2ccc(OC)cc2)c1N,0.22,i,1323,x,-0.477,0.1,-1.3%,x,x,0.748,-0.541,x,989,10.5%,x,x,x,-0.263
COC(=O)Nc1ccc(S(=O)(=O)N2CCCCC2C(=O)O)cc1 (stereo not drawn),0.34,i,1056,1.3,0.955,-3.4,2.1%,i,10.6,-0.948,0.814,-1.2,1591,10.6%,18.8,3.3,0.7,-0.231
Cc1ccc(C(=O)N2CCCC(CCC(=O)N3CCN(c4ccccn4)CC3)C2)s1 (stereo not drawn),0.17,i,1127,1.0,0.0365,0.1,0.9%,i,4.2,-0.0538,0.0649,-5.6,1343,12.5%,-4.1,1.7,-12.4,-0.321
COc1ccc(CNC(=O)C2=C(C)C(=O)OC23CCC(C)CC3)cc1 (stereo not drawn),0.18,i,1242,3.9,-0.56,-2.3,2.6%,i,10.3,0.698,-0.957,-1.8,888,4.0%,-36.9,2.1,-7.6,-0.185
COc1ccc(OCC(=O)Nc2ccc(N3CCC(C)CC3)cc2)cc1,0.11,i,1055,1.0,-0.718,-1.7,-0.4%,i,3.4,1.46,-1.35,-4.1,1409,1.9%,15.0,5.6,-7.6,-0.322
CC(C)Cn1nc(NC(=O)C2CCCO2)c2cc3ccccc3nc21 (stereo not drawn),0.04,x,1194,1.7,0.0632,-2.2,-0.8%,i,1.5,0.334,-0.518,-2.3,994,12.4%,6.1,3.3,2.7,-0.172
COc1cccc(NC(=S)N2CCCC2c2ccc(OC)c(OC)c2)c1 (stereo not drawn),0.24,i,1140,1.6,-0.0469,1.2,0.9%,i,6.0,0.414,-0.335,6.4,1149,-10.2%,2.9,3.5,14.8,-0.302
CCSC1=N/C(=C\c2ccc(OC)cc2)C(=O)N1,0.9,i,980,3.5,-0.257,-0.5,-1.7%,i,7.6,0.0529,-0.914,-9.6,1265,-5.8%,11.2,6.1,6.3,-0.214
Cc1snc(SCC(=O)c2ccc(Cl)cc2)c1C#N,-0.03,i,1011,2.0,-0.18,-3.3,-2.2%,i,5.1,0.277,0.285,6.4,1394,-0.8%,8.5,3.1,4.5,-0.188
CCNC(=S)N1CCN(CCN2C(=O)c3cccc4cccc(c34)C2=O)CC1,0.22,i,975,2.2,2.1,1.8,-1.7%,i,1.6,-2.39,2.06,16.1,1596,-1.1%,16.6,5.3,1.8,-0.0383
Cn1c(O)c(N=NC(=O)c2ccccc2O)c2ccccc21,-0.36,i,1047,1.0,0.472,-0.6,-2.8%,i,6.1,-0.268,-0.0779,9.3,1420,-5.7%,-0.3,1.3,-11.9,-0.149
Cc1cc(N2CCN(C)CC2)nc(=S)[nH]1,-0.94,i,1160,1.6,0.41,-0.7,1.4%,i,8.3,0.0204,0.331,-16.7,1281,-22.3%,2.5,8.3,6.7,-0.267
CC1CN(C(=O)COc2ncnc3ccccc23)CC(C)O1 (stereo not drawn),-0.09,i,1414,1.6,-0.844,-0.4,-0.3%,i,7.1,-0.574,0.0608,-9.9,1551,5.5%,-8.5,2.6,-8.2,-0.153
Cc1cc2nc(-c3ccc(SCC(=O)Nc4ccc(S(=O)(=O)NC5CC5)cc4)nc3)[nH]c2cc1C,-0.36,i,1018,2.7,0.146,6.8,6.1%,i,7.2,0.548,0.0588,11.2,1420,10.8%,0.0,2.8,17.8,0.0183

(continued)
SMILES,Insulin prom up,Yfh1-depleted yeast,b-catenin transl cell count 5 µM,MT stabilizer Hoechst-high %,Dynein transport nuclear GR-EGFP,b-catenin transl,HIV fusion peptide,Autophagy HCS,MT stabilizer cytotoxicity %,Dynein transport cell count,Dynein transport,WT yeast gro inh,Insulin prom up cell count,AID2073,Autophagy HCS cell loss 18 h,MT stabilizer,WT yeast gro inh mutant strain,Dynein transport cytoplasmic EGFP
COC(=O)c1c(NC(=O)CSc2nc3ccccc3c(=O)n2Cc2ccco2)sc(C)c1C,-0.12,i,1072,4.1,-0.115,1.6,0.8%,i,0.5,1.72,-0.711,1.4,1287,15.8%,4.7,5.2,0.6,-0.252
Cc1ccccc1OCC(=O)NCCN1CCCC1,0.2,i,1120,3.0,2.62,-1.0,-0.8%,i,8.1,-1.9,5.14,9.1,1204,-2.1%,7.9,4.3,1.3,-0.0528
O=C(Cn1cnnn1)Nc1cccc([N+](=O)[O-])c1,x,i,1113,1.4,-0.106,-0.5,2.0%,i,2.6,0.579,-0.345,4.4,x,u,-21.4,1.6,4.8,-0.303
CN(C(=O)CC(=O)Nc1ccc(Cl)c(Cl)c1)c1ccccc1,0.66,i,1115,1.9,0.624,1.7,-1.3%,i,3.9,-0.207,0.411,-2.6,1162,-0.9%,40.7,2.9,-17.4,-0.317
